SENP8 block – human SENP8 protease inhibitors, primary screen, biochemical, fluorescence, Nedd8 protein substrate, uHTS; Sentrin-specific protease 8 (Homo sapiens), Q96LD8; inhibition, % at 20 µM; 360,000 tested, 0.64% active; recombinant SENP8; in the data active = inhibition mostly above about 40%, no sharp cut-off; inactive = mostly below about 27%
Target sequence (Q96LD8 whole entry, looked up): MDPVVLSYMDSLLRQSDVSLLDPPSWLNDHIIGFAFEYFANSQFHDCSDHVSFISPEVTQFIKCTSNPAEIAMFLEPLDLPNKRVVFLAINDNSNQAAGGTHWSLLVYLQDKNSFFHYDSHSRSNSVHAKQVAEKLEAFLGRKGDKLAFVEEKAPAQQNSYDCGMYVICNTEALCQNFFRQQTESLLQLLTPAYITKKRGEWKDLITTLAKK
MPTP inh – mitochondrial permeability transition pore inhibitors, primary screen, biochemical, isolated mouse mitochondria, absorbance; Ca2+ swelling absorbance, 30 min; inhibition, % at 10 µM; 360,000 tested, 1.4% active;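 active = inhibition of 50% or more, scaled per plate between neutral and stimulator controls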;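 also: 0% = DMSO wells given calcium and 100% = 1 mM EGTA wells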
An asterisk follows results filed as active; i = inactive. Only part of the results is shown; rates above refer to the full screens.

SMILES	SENP8 block	MPTP inh
O=CNc1cc(-c2ccccc2)cn2c(-c3ccc(F)c(Cl)c3)cnc12	-257	0.4
O=c1[nH]cnc2c1ncn2C1OC(CO)CC1F (configuration not stated)	7	-1.8
COc1ccccc1Cc1c(-c2ccc(Cl)cc2)nc2c(Cl)cc(C(F)(F)F)cn12	-335	2.5
COc1ccc(NC(=O)c2cc(-c3cc(F)ccc3OCC3CCCO3)n[nH]2)cc1OC (configuration not stated)	8	0.5
CCCNC(=O)C1(C)CCCN(Cc2ccc3ccccc3c2)C1 (configuration not stated)	2	-1.0
CC(=O)Nc1cccc(-c2ccnc3c2CC(C)(C(=O)Nc2cccc(C(F)(F)F)c2)O3)c1 (configuration not stated)	2	0.6
O=C(NC1CCCCC1)C(c1ccc(-c2ccccc2)cc1)n1c(=O)c(-c2ccco2)nc2ccccc21 (configuration not stated)	-462	-2.2
COc1ccc(-c2noc(-c3csc([C@@H]4O[C@H](CO)[C@H](O)[C@H](O)[C@H]4O)n3)n2)cc1OC	5	0.0
Cc1cccc(C)c1NC(=O)C(c1ccccc1)N1CCN(c2ccc(F)cc2)CC1 (configuration not stated)	20	-0.3
CC(C)Nc1nc(Nc2ccc(C#N)cc2)c2sccc2n1	-499	1.2
CCC(C(=O)NCc1ccccc1)n1c(-c2ccc3c(c2)CCO3)nc2ccccc21 (configuration not stated)	1	-0.8
CCc1nc2ccc(C(=O)NCCc3c[nH]c4ccccc34)cn2c1N(C)CCCc1ccccc1	9	1.4
COc1ccc(Nc2c(CCc3ccccc3)nc3nc(C)cc(C)n23)cc1	11	-0.2
COc1ccccc1CNc1nc(Nc2ccccc2Cl)c2sccc2n1	-487	74*
NC(CCc1ccccc1)c1csc(Nc2nncc3ccccc23)n1 (configuration not stated)	-137	4.3
Cc1ccc(C(NC(=O)C2CCN(CCOc3ccc(Cl)cc3)CC2)c2ccccn2)cc1 (configuration not stated)	14	0.4
CCOC(=O)c1cc2ccccc2n1C1CCN(C)CC1	-4	1.5
CC(C)Oc1ccc(CN2CCC2(C)C(=O)Nc2cccc(Oc3ccccc3)c2)cc1 (configuration not stated)	28	-0.7
CCc1nc2c(OCc3ccc(Cl)cc3Cl)cccn2c1N(C)C(=O)C(C)C	3	-3.5
CCCCCc1c(-c2ccc(Cl)cc2)ncn1CCc1ccccc1OC	5	3.5
Cc1ccc(-c2cnc(C(O)c3cccc(Cl)c3)[nH]2)cc1 (configuration not stated)	-1	1.0
CSCCC(c1nc2ccccc2[nH]1)n1c(/C=C/c2ccc(F)c(F)c2)nc2ccccc21 (configuration not stated)	-382	2.8
CN1CCCC1(C)C(=O)NCc1ccc(F)cc1Cl (configuration not stated)	1	0.4
CN1CCN(c2ccc(CNC(=O)c3ccc(-c4ccc(F)c(F)c4)c4ccoc34)cc2)CC1	2	-0.5
C[C@H](NC(=O)C[C@@H]1C=C[C@@H](NC(=O)CN2CCOCC2)[C@@H](CO)O1)c1ccccc1	33	-1.3
COc1ccc(C(C(=O)NC2CCCC2)n2c(CSCCOc3ccccc3)nc3ccccc32)cc1 (configuration not stated)	18	0.4
C=C(C)Cn1c2ccc(NC(=O)CCc3cccc(Cl)c3)cc2c(=O)n1C	-446	-1.1
Nc1ccn([C@@H]2O[C@H](C(=O)N[C@H](CO)c3ccccc3)[C@@H](O)[C@H]2O)c(=O)n1	28	0.2
CC(C)[C@H](CO)NC(=O)[C@H]1O[C@@H](n2ccc(N)nc2=O)[C@H](O)[C@@H]1O	12	0.9
CCc1nc2ccc(C(=O)N3CCN(C(=O)c4ccco4)CC3)cn2c1N(C)CCC(C)C	-14	-0.2
CC(C)CNC(=O)C1(C)CCCN1C(=O)CSc1ccccc1 (configuration not stated)	9	0.0
Cc1ccc2nc(-c3ccccc3)c(Cc3ccccc3C(F)(F)F)n2c1	-241	0.0
COc1cccc(CN2CCC2(C)C(=O)Nc2ccc(C)c(O)c2)c1F (configuration not stated)	8	0.8
O=C(/C=C/[C@H]1O[C@@H](n2cnc3c(NC(=O)c4ccccc4)ncnc32)[C@H](O)[C@@H]1O)NCc1ccco1	10	0.0
CCOC(=O)Cc1c(-c2cccc(Cl)c2)nc2c3ccccc3ccn12	-243	1.7
COc1ccc(NC(=O)c2cc(-c3ccc(F)cc3OC(C)C)n[nH]2)c(OC)c1	8	0.9
Clc1cccc(Cc2c(-c3ccccc3)nc3ccc(Cl)cn23)c1	-162	-0.9
CCc1nc2c(OCCOC)cccn2c1N(C)C(=O)Nc1ccccc1OC	5	-0.2
O=C(Nc1cccc(OC(F)(F)F)c1)C1Cc2c(-c3ccco3)ccnc2O1 (configuration not stated)	16	0.8
CC(C)[C@H](NC(=O)[C@@H]1Cc2c([nH]c3ccccc23)C2c3ccccc3C(=O)N21)C(=O)N1CCC[C@H]1C(=O)O (some centres not stated)	-38	-0.8
COc1ccccc1C(O)c1ncc(-c2cccc(C(F)(F)F)c2)[nH]1 (configuration not stated)	10	1.6
OC(c1ccc(F)cc1)c1nc(-c2csc3ccccc23)cs1 (configuration not stated)	6	1.2
CN1CCN(c2ccc(CNC[C@H]3O[C@@H](n4cnc5c(=O)[nH]c(N)nc54)[C@H](O)[C@@H]3O)c(S(C)(=O)=O)c2)CC1	18	0.3
NC(=O)c1ccc(Nc2nc(C(N)c3ccccc3Cl)cs2)cc1 (configuration not stated)	-472	0.0
CCOC(=O)C1(C)CCCN(C(=O)C(c2ccccc2)c2ccccc2)C1 (configuration not stated)	2	-0.5
CC(C)C(=O)N1CCCC1(C)C(=O)NCc1ccccn1 (configuration not stated)	26	-0.7
Cc1ccc(S(=O)(=O)NC(=O)C2(C)CCN2C(=O)C2(c3ccc(Cl)cc3)CC2)nc1 (configuration not stated)	6	-1.4
COc1cc(CNc2ncnc3c2ncn3[C@H]2CN(Cc3cccc(C(F)(F)F)c3)C[C@@H](CO)O2)cc(OC)c1OC	18	0.2
CCNC(=O)C1(C)CCN(C(=O)c2ccccc2)C1 (configuration not stated)	18	-1.3
CC(=O)c1ccc(-c2cnc3c(NC=O)cc(-c4ccccc4Oc4ccccc4)cn23)cc1	i	-0.8
Going on with the list:
SMILES	SENP8 block	MPTP inh
CC1(Oc2ccc(Cl)cc2)CCN(Cc2cccn2-c2nccs2)C1 (configuration not stated)	14	0.9
CC1(C(=O)NS(=O)(=O)c2cccc(OC(F)F)c2)CCN1C(=O)c1cccc(F)c1 (configuration not stated)	11	0.7
Cc1ccccc1CN1C(=O)CSCC1(C)C(=O)Nc1ccc2c(c1)OCCO2 (configuration not stated)	24	-0.4
CC1(C(=O)Nc2ccc(F)cc2F)CCN1C(=O)CCC1CCCC1 (configuration not stated)	8	-0.9
CC1(C(=O)NS(=O)(=O)C2CC2)CCN(C(=O)CSc2ccccc2)C1 (configuration not stated)	7	0.0
CC(C)(C)[C@H](NC(=O)c1ccc(N)c(Cl)c1)C(=O)N1CCC[C@H]1C(=O)N[C@H](C#N)CC(=O)O	6	-0.6
CN(Cc1ccccc1)C(=O)c1ccc2nc([C@H]3C[C@H](O)[C@@H](CO)O3)[nH]c2c1	15	-0.8
Cn1nccc1-c1ccc(C(=O)NCc2ccco2)c2occc12	-32	-0.1
O=C(NCc1cccnc1)c1cc(C2CCCCN2C(=O)c2ccc3c(c2)CCO3)on1 (configuration not stated)	7	-0.8
CN(Cc1cn(Cc2ccc(Cl)cc2)nn1)C1CN(Cc2cn(Cc3ccc(Cl)cc3)nn2)S(=O)(=O)C1 (configuration not stated)	26	0.5

Given with values under each structure: entries from further up
Values run as follows: SENP8 block | MPTP inh
CN(Cc1ccccc1)C(=O)c1ccc2nc([C@H]3C[C@H](O)[C@@H](CO)O3)[nH]c2c1
    15 | -0.8
CC1(Oc2ccc(Cl)cc2)CCN(Cc2cccn2-c2nccs2)C1 (configuration not stated)
    14 | 0.9
Cn1nccc1-c1ccc(C(=O)NCc2ccco2)c2occc12
    -32 | -0.1
CC1(C(=O)Nc2ccc(F)cc2F)CCN1C(=O)CCC1CCCC1 (configuration not stated)
    8 | -0.9
CC1(C(=O)NS(=O)(=O)c2cccc(OC(F)F)c2)CCN1C(=O)c1cccc(F)c1 (configuration not stated)
    11 | 0.7
Cc1ccccc1CN1C(=O)CSCC1(C)C(=O)Nc1ccc2c(c1)OCCO2 (configuration not stated)
    24 | -0.4

The main list resumes with the six entries that preceded the break.
SMILES	SENP8 block	MPTP inh
CC1(C(=O)NS(=O)(=O)C2CC2)CCN(C(=O)CSc2ccccc2)C1 (configuration not stated)	7	0.0
CC(C)(C)[C@H](NC(=O)c1ccc(N)c(Cl)c1)C(=O)N1CCC[C@H]1C(=O)N[C@H](C#N)CC(=O)O	6	-0.6
CN(Cc1ccccc1)C(=O)c1ccc2nc([C@H]3C[C@H](O)[C@@H](CO)O3)[nH]c2c1	15	-0.8
Cn1nccc1-c1ccc(C(=O)NCc2ccco2)c2occc12	-32	-0.1
O=C(NCc1cccnc1)c1cc(C2CCCCN2C(=O)c2ccc3c(c2)CCO3)on1 (configuration not stated)	7	-0.8
CN(Cc1cn(Cc2ccc(Cl)cc2)nn1)C1CN(Cc2cn(Cc3ccc(Cl)cc3)nn2)S(=O)(=O)C1 (configuration not stated)	26	0.5
CCOC(=O)C1=CCC(c2ccccc2Cl)N(S(=O)(=O)c2ccc(C)cc2)C1 (configuration not stated)	-11	0.8
O=C1Nc2ccccc2-n2nnnc2C1N1CCN(CCN2CCOCC2)CC1 (configuration not stated)	7	-2.9
Cc1cccc(C)c1NC(=O)C1(C)CSCC(=O)N1CC(C)C (configuration not stated)	15	-1.0
O=NN(CC(=O)NNc1ccccc1)CC(=O)NNc1ccccc1	25	0.0
O=C(NC1CCCCC1)C1c2ccccc2OCC(=O)N1Cc1cccnc1 (configuration not stated)	-3	-1.1
COC(=O)c1ccccc1OCc1cc(=O)oc2ccc(C)cc12	-11	-1.2
COC(=O)[C@]12CCCCC=C1N(CCc1ccc(OC)c(OC)c1)C(=O)[C@H](CC(=O)NCc1ccc(OC)c(OC)c1)C2	20	0.0
CCNC(=O)C1(C)CCN(C(=O)c2cccc(C#N)c2)C1 (configuration not stated)	13	2.1
CN1CCN(C(c2ccccc2)c2nnnn2C(C)(C)C)CC1 (configuration not stated)	7	-1.7
CCOC(=O)[C@]12CCCC=C1N(CCC1=CCCCC1)C(=O)[C@H](CC(=O)NCc1ccccc1)C2	5	-1.6
CC(C)[C@@H]1Cc2[nH]c(=O)[nH]c(=O)c2[C@H](c2ccc(F)cc2)O1	-4	-0.2
CC1(C(=O)Nc2ccc3ccccc3c2)CCC(=O)N1CC(F)(F)F (configuration not stated)	13	0.7
Cc1cccc(N2CCN(C(C(=O)NCc3ccccc3)c3ccc(F)cc3)CC2)c1C (configuration not stated)	20	4.6
O=C(NCc1ccc(Cl)nc1)c1ccc2nc([C@@H]3O[C@H](CO)[C@H](O)[C@H](O)[C@H]3O)[nH]c2c1	22	-0.2
O=C(C(=O)N1CCN(C(=O)OCc2ccccc2)CC1)c1cccnc1	22	-1.7
CSc1ccc(CN2CCC2(C)C(=O)Nc2cccc(NS(C)(=O)=O)c2)cc1 (configuration not stated)	18	0.3
O=C(CN1CCNCC1)N1CCOCC1	10	-3.2
CCc1nc2ccc(C(=O)N(CC)CCN(C)C)cn2c1N(C)CCCc1ccccc1	6	0.2
COC(=O)C1=CN(c2ccc(F)cc2)C(N)=C(C#N)C1c1cccc(OC)c1OC (configuration not stated)	-43	4.1
Cc1ccc(C2CC(c3ccccc3)=NN2c2ccc(S(N)(=O)=O)cc2)cc1 (configuration not stated)	-348	-1.0
O=C(NCc1ccccc1)C1c2ccccc2OCC(=O)N1CCCN1CCOCC1 (configuration not stated)	8	-1.2
COc1ccccc1-c1ccc2c(c1)C(C)(Cc1ccc(Cl)c(Cl)c1)C(=O)N2 (configuration not stated)	19	0.1
COP(=O)(OC)OC(C(=O)c1ccccc1)c1ccc(Cl)cc1 (configuration not stated)	18	-1.2
O=C(Nc1c(-c2ccccc2)[nH][nH]c1=O)c1ccc(-c2ccccc2)cc1	16	1.7
O=C(NCc1ccccc1)c1cc(C2CCCN(C(=O)CCCc3ccccc3)C2)on1 (configuration not stated)	16	1.2
CCOC(=O)C(=O)N(C)c1c(CC)nc2c(OCc3cc(Cl)cc(Cl)c3)cccn12	21	-0.2
CCNC(=O)C1(C)CCCN(Cc2csc(-c3ccccc3)n2)C1 (configuration not stated)	11	0.6
COC(=O)C(C(=O)OC)c1cc2c(cc1CNS(=O)(=O)c1ccc(C)cc1)OCO2	10	0.7
NC(Cc1cnc[nH]1)c1csc(Nc2ccc(C(F)(F)F)cn2)n1 (configuration not stated)	-64	-0.9
CCNC(=O)C1(C)CCN(C(=O)c2c(F)cccc2F)C1 (configuration not stated)	17	-0.2
COC(=O)c1ccc2nc(-c3ccccc3)c(Cc3ccc(OC)cc3C)n2c1	-382	-0.5
COC(=O)[C@@]1(Cc2ccc(F)cc2)[C@H]2C(CC(=O)C(=O)N3CCCC3)C(=O)C[C@H]2CN1C(=O)c1ccccc1 (some centres not stated)	21	-1.5
COCCN1C[C@@H](CO)O[C@@H](n2cnc3c(NC4CCC4)ncnc32)C1	9	0.6
CNc1ccc(-c2cccc(C(C)=O)c2)cn1	-110	-0.3
CCc1nc2ccc(C(=O)Nc3cccc(NS(C)(=O)=O)c3)cn2c1N(CC)CCOC	1	0.0
CSCCC(NS(=O)(=O)Cc1ccccc1)C(=O)NNc1ccccc1 (configuration not stated)	-13	-2.1
O=C(C(=O)N1CCN(c2ccccc2)CC1)c1ccncc1	9	-1.4
COc1ccccc1CNC(=O)c1ccc2nc(C)c(N(C)Cc3ccc(NC(C)=O)cc3)n2c1	15	-0.1

Assay outcomes as filed in PubChem.
